# Screens (PubChem)
# NPC1 promoter act: qHTS Assay for NPC1 Promoter Activators | AID 485313, 2010 | 320,000 tested, 2.4% active | Potency, µM (series often up to 9.22 µM), for inactives: at the top dose activation, most hits filed as activators | Huh7 NPC1 promoter luciferase reporter, 24 h;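 further: potency means the concentration at half of the fitted maximal effect; % of control where 0% means no effect; nearly all actives have a fitted effect of over 60% in size; reporter is driven by a mutant NPC1 promoter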
#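 Huh7 cells stably carrying NPC1 promoter–luciferase, plated in Opti-MEM with 10% FBS for 2 h, were exposed to compound in DMSO for 24 h at 37 °C; luciferase reagent was added for 10 min and luminescence read.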
# VP16 counter: VP16 counterscreen qHTS for inhibitors of ROR gamma transcriptional activity | Drosophila S2 Gal4-VP16 UAS-luciferase, luminescence, 20 h | Potency, µM (series often up to 53.6 µM), without a hit: top-dose activity, negative = inhibition, hits mostly inhibitors | 310,000 tested, 3.5% active | AID 2546, 2010;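 further: Gal4-VP16 expression switched on by copper sulfate through the metallothionein promoter; potency means the concentration at half of the fitted maximal effect; on the % scale 0 is the no-effect control and ±100 the full control effect; nearly all actives have a fitted effect of over 50% in size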
# Giardia kill: Small Molecules that selectively kill Giardia lamblia: qHTS; activity change, % at 7.66 µM, hits read low; Giardia lamblia trophozoite viability; 340,000 tested, 0.15% active; in the data active means activity change below about -80%; inconclusive means between about -30% and that limit;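 further: parasites exposed to compound for two days anaerobically before the ATP read; on the % scale 0 is the no-effect control and ±100 the full control effect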
#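 Giardia trophozoites, 100 cells per well, were exposed to compounds for 48 hrs at 37 deg C under anaerobic conditions; viability was then read as ATP content by bioluminescence after 15-30 min at room temperature.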
# RORg inh: qHTS for inhibitors of ROR gamma transcriptional activity; AID 2551, 2010; 310,000 tested, 5.4% active; Nuclear receptor ROR-gamma (Mus musculus), P51450; Drosophila S2 Gal4-RORgamma UAS-luciferase reporter, 20 h; Potency, µM (series often up to 53.6 µM), inactives show at the highest dose activity change, negative = inhibition, hits mostly inhibitors; further: potency means the concentration at half of the fitted maximal effect; on the % scale 0 is the no-effect control and ±100 the full control effect; nearly all actives have a fitted effect of over 60% in size
# Target sequence (P51450 whole entry, looked up, the tested form may be a part): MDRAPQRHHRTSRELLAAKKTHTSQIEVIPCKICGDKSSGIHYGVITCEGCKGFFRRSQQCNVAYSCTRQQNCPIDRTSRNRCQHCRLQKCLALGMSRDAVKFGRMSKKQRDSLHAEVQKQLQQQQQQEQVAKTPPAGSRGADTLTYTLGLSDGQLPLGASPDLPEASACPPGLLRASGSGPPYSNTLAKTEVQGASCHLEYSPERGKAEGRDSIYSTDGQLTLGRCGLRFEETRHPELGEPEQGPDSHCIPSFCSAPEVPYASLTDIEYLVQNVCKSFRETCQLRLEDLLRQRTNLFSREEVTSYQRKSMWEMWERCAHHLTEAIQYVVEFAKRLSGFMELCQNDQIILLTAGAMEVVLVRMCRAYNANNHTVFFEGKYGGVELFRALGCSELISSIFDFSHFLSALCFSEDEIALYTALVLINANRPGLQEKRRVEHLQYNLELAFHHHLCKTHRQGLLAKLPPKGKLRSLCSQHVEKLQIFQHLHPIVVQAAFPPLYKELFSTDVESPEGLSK
#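 In this cell-based reporter format, copper sulfate (700 uM final) drives Gal4–ROR gamma fusion expression from a metallothionein promoter in Drosophila Schneider cells; compounds preincubated 1 hr, reporter read after 20 hr at ambient temperature.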
# ELG1 genotoxic: qHTS screen for small molecules that induce genotoxicity in human embryonic kidney (HEK293T) cells expressing luciferase-tagged ELG1 | HEK293T ELG1-luciferase reporter, luminescence, 16 h | Potency, µM (highest dose often 46 µM), inactives show at the highest dose activity change, positive = activation, most hits filed as activators | 330,000 tested, 1.3% active; further: potency means the concentration at half of the fitted maximal effect; % of control where 0% means no effect; nearly all actives have a fitted effect of over 60% in size
#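 HEK293T cells expressing luciferase-tagged ELG1 were treated with compound or DMSO for 16 hr at 37°C. Luciferase activity was then read after 30 min with ONE-Glo at room temperature; rising signal flags genetic stress.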
# Menin MLL FP TR: qHTS Assay for Inhibitors Targeting the Menin-MLL Interaction in MLL Related Leukemias: Competition With Texas Red Labeled MLL-derived Mutant Peptide; O00255; Menin + Texas Red MLL mutant peptide, fluorescence polarization; Potency, µM (titrated, usually from 61.6 µM), for inactives: top-dose FP activity change, negative = inhibition, usual class: inhibitors; 270,000 tested, 0.23% active; AID 1768, 2009; active means well fitted inhibition curve with a large enough effect in the polarisation, with a control signal flat, not every such curve was filed as active; inconclusive means small, poorly fitted or top-dose-only effect, or effect the other way, or a change in a side signal; inactive means no such curve, though single readings can be large or run the other way; the % refers to the polarisation; further: potency means the concentration at half of the fitted maximal effect; % of control where 0% means no effect; many of its hits are not listed in these tables
# Target sequence (O00255 whole entry, looked up): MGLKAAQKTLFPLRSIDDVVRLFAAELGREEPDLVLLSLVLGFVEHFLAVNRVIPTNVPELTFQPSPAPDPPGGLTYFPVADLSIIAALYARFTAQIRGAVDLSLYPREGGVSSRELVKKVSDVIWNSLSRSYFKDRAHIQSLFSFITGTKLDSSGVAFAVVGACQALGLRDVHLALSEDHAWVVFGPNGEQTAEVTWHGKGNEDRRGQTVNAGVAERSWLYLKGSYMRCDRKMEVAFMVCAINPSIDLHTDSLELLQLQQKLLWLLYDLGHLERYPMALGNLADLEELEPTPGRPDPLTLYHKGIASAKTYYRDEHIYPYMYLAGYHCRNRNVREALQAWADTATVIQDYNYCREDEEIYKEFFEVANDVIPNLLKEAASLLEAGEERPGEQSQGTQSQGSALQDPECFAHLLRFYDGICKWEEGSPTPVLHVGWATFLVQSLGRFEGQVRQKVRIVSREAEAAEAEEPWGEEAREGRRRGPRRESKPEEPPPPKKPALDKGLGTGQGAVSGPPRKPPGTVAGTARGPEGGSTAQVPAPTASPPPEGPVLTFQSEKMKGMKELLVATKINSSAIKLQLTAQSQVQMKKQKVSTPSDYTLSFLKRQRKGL
# BRCA1 expr up: qHTS Assay to Identify Small Molecule Activators of BRCA1 Expression. 380,000 tested, 1.1% active. MCF7-BRCA1-FFLuc reporter, luminescence, 48 h; response scale: scaled: vehicle 0%, 10 µM genistein 100%. Potency, µM (series often up to 46.1 µM), inactives show at the top dose activation, most hits filed as activators; further: potency means the concentration at half of the fitted maximal effect; nearly all actives have a fitted effect of over 80% in size; some results filed as inactive show a strong effect at the top dose
#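 Quantitative HTS in MCF7 cells stably reporting BRCA1 expression via firefly luciferase. Compound treatment lasts 48 h at 37 °C in phenol-red free MEM. Activation is expressed relative to genistein at 10 microM and DMSO.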
# PKM2 act: qHTS Assay for Activators of Human Muscle isoform 2 Pyruvate Kinase; Potency, µM (top dose mostly 57.5 µM), without a hit: at the top dose activation, most hits filed as activators; Pyruvate kinase PKM (Homo sapiens), P14618; purified PKM2, Kinase-Glo ATP luminescence, activation; response scale: 0% is enzyme alone, no compound; 260,000 tested, 0.34% active; further: potency means the concentration at half of the fitted maximal effect; on the % scale 0 is the no-effect control and ±100 the full control effect; nearly all actives have a fitted effect of over 55% in size
#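 Kinase-Glo luminescence reports ATP generated from ADP (0.1 mM) and PEP (0.5 mM) by purified hPK-M2 after 1 h at room temperature, pH 7.2 imidazole buffer; intermediate enzyme activity allows detecting inhibitors and activators.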
# FLuc modulator: qHTS profiling assay for firefly luciferase inhibitor/activator using purifed enzyme and Km concentrations of substrates (counterscreen for miR-21 project). Luciferin 4-monooxygenase (Photinus pyralis), P08659. purified FLuc, Km substrates, luminescence inhibition. Potency, µM (titrated, usually from 57.5 µM), for inactives: top-dose activity change, negative = inhibition, usual class: inhibitors. 360,000 tested, 6.9% active;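 further: potency means the concentration at half of the fitted maximal effect; plate controls were vehicle for no effect and reference inhibitor for full effect; nearly all actives have a fitted effect of over 55% in size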
#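 Biochemical qHTS of compounds, final roughly 60 µM downward over six points, against 10 nM purified firefly luciferase using Km concentrations of substrates (10 uM D-luciferin, 10 uM ATP) in Tris acetate pH 7.5 buffer; luminescence output.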
# Rab9 prom act: qHTS Assay for Rab9 Promoter Activators | AID 485297, 2010 | Potency, µM (highest dose often 9.22 µM), without a hit: at the highest dose activation, negative = inhibition, actives largely listed as activators | Huh7 Rab9 promoter-luciferase reporter, luminescence, 24 h | 320,000 tested, 2.8% active; further: potency means the concentration at half of the fitted maximal effect; % of control where 0% means no effect; nearly all actives have a fitted effect of over 60% in size
#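 Huh7 reporter line, Rab9 promoter upstream of luciferase. Compound exposure 24 h at 37 °C in reduced-serum medium with 10% FBS. Read-out: luminescence.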
# p53 reactivation: qHTS assay for re-activators of p53 using a Luc reporter | AID 504706, 2011 | Potency, µM (titrated, usually from 92.2 µM), for the others: at the highest dose activity change, positive = activation, usual class: activators | H1299 p53-A138V BP100-luciferase reporter, luminescence, 24 h | 320,000 tested, 0.063% active; further: potency means the concentration at half of the fitted maximal effect; % of control where 0% means no effect; nearly all actives have a fitted effect of over 45% in size
#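 H1299 (p53-null), stable ts p53-A138V + BP100-Luc; 1000 cells/well, Opti-MEM/10% FBS; cpd 4 pt, 1:5; 24 h, 37 deg C, 5% CO2; detection reagent 10 min RT; luminescence.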
# Numbers without * were called inactive; u = inconclusive; x = no result given; & = joins results of further samples; [ ] = another dose, or the depositor's remark. Unless noted, the call rests on the fitted dose curve; in most records, active means well fitted curve in the direction sought with a large enough effect; inconclusive means small, poorly fitted or top-dose-only effect, or another doubt; inactive means no such curve, though single readings can be large; an effect the other way counts as inactive or inconclusive. The list is partial (hit frequency here may not be typical).
no.	Compound	NPC1 promoter act	Menin MLL FP TR	FLuc modulator	p53 reactivation	RORg inh	VP16 counter
1	COc1ccccc1N1CCN(C(=O)c2cc(=O)c3cc(C)ccc3o2)CC1	-23%	u	u	-1%	-23%	0%
2	CCCN(CCC)C(=O)CSc1nc2ccsc2c(=O)n1NC(=O)c1ccccc1	1%	-5%	1%	u	u	-4%
3	COC(=O)C(CCSC)NC(=O)Cn1ncc2c(=O)oc3ccc(C)cc3c21 (stereo not drawn)	0%	2%	0%	4%	-15%	-6%
4	COc1cc(/C=C(/C#N)C(=O)Nc2ccc(Cl)cc2)ccc1Oc1nc(Cl)ncc1F	2%	x	-9%	-6%	-5%	3%
5	COC(=O)N1[C@H](Cc2ccccc2)C=C[C@]1(C)C(=O)NCc1ccccn1	-27%	-3%&-9%	0%	6%	-25%&-15%	4%&-8%
6	CC(C)(C)Cc1nc(-c2ccc(Cl)cc2)no1	-1%	-1%	15µM*	4%	-2%	2%
7	Cc1ccc(CN2CC(C(=O)Nc3cc(C)ccn3)CC2=O)cc1 (stereo not drawn)	0%	x	12µM*	u	x	x
8	COc1ccc(OC)c(Nc2ccc(C(=O)O)cc2[N+](=O)[O-])c1	2%	31%[activator]	8%	-15%	-4%	-24%
9	O=S(=O)(c1ccccc1)N1N=C(c2cccs2)CC1c1ccc(F)cc1 (stereo not drawn)	-1%	u	0%	-2%	34%	-18%
10	O=C(NCCN1C(=O)S/C(=C/c2ccccc2)C1=O)C1CC(=O)N(Cc2ccccc2)C1 (stereo not drawn)	-5%	x	-14%	3%	x	x
11	C/C(=N/NC(=O)c1ccoc1C)c1cccc(NC(=O)C(F)(F)F)c1	15%	3%	u	17%	9%	1%
12	COc1ccc(OCC(=O)NCCC2=CCCCC2)c([N+](=O)[O-])c1	0%	-29%	4%	-4%	0%	-1%
13	COc1ccc(C(=O)N/N=C/c2c(C)[nH]c(=O)[nH]c2=O)cc1	6%	8%	-7%	2%	-16%	-4%
14	CC(C)CC(=O)Nc1nnc(S(=O)(=O)N2c3ccccc3CC2C)s1 (stereo not drawn)	2%	26%	2%&4%	9%	-22%	0%
15	CCCc1ccc(C(=O)[C@@H]2[C@@H](C(C)=O)N3c4ccc(F)cc4C=C[C@@H]3[C@@]23C(=O)Nc2ccccc23)cc1	-2%	x	2%	2%	-38%	-2%

no.	PKM2 act	Giardia kill	Rab9 prom act	ELG1 genotoxic	BRCA1 expr up
1	x	u	-2%[1.84 µM]	-10%	-43%
2	4%	-23	17%	1%	35%
3	-18%	11	1%	-1%	-1%
4	-3%	-27	-7%	3%	-51%
5	-2%&-1%	-9	1%	-1%	0%
6	-3%	-10	-4%	2%	5%
7	x	u	0%	16µM*	6%
8	28%	-10	-2%	1%	-13%
9	-13%	3	0%	-3%	-41%
10	x	-5	-8%	-7%	-10%
11	0%	-4	28%	u	u
12	1%	2	2%	-2%	9%
13	2%	0	-1%	0%	12%
14	u	-12	0%	-3%	-5%
15	4%	-19	-4%	-4%	0%

# (further entries)
no.	Compound	NPC1 promoter act	Menin MLL FP TR	FLuc modulator	p53 reactivation	RORg inh	VP16 counter
16	COc1ccc(NC(=O)CSc2nc(=O)n(CCN3CCOCC3)c3c2CCCC3)c(OC)c1	-3%	x	0%	-9%	x	x
17	COc1cc2[nH]c(=O)n(Cc3ccc(C(=O)N4CCC(N5CCCCC5)CC4)cc3)c(=O)c2cc1OC	7%	-9%	-2%	10%	54%	-2%
18	Cc1ccccc1NS(=O)(=O)c1ccc(NC(=O)c2ccco2)cc1	-3%	u	1%	-16%	-10%	u
19	O=C(NC1CCCC1)c1cc(-c2ccc(Cl)cc2Cl)on1	1µM*	x	0.85µM*	25%	5%	-3%
20	CCN(C1CCS(=O)(=O)C1)S(=O)(=O)c1ccc(OC)c(OC)c1 (stereo not drawn)	6%	x	1%	3%	x	x
21	CCN(CC(=O)NCc1ccco1)S(=O)(=O)c1ccc(OC)cc1	0%	x	-1%	-5%	x	x
22	O=C(c1ccc(F)cc1)n1cc(C(=S)N2CCOCC2)c2ccccc21	1%	-17%	-16%	-3%	-45%	5%
23	COc1ccc(C=C2C(=O)OC(C)(C)OC2=O)cc1OC	-3%	-10%	-11%	-5%	29%	0%
24	Cc1ccc(CNC(=O)CN2C(=O)COc3ccc(S(=O)(=O)N4CCCCC4)cc32)o1	-3%	-14%	0%	-1%	12%	-4%
25	CCOC(=O)N1CCN(CCC(=O)Nc2ccc(Br)c(C)c2)CC1	-1%	4%	-1%	-8%	6%	8%
26	O=C(OCC(=O)N1CCCC1=O)c1ccc(F)c(S(=O)(=O)N2CCOCC2)c1	3%	18%	1%	-5%	-4%	-11%
27	O=C(O)c1cccc(N/N=C/C2=C(Cl)c3cc(Cl)ccc3SC2)c1	0.32µM*	u	1.3µM*	u	36%	-27%
28	Cc1nnc(N2C(=O)c3cccc4c([N+](=O)[O-])ccc(c34)C2=O)s1	-10%	2%	5%	-20%	4µM*	3.2µM*
29	CCCCC(CC)CN=C(N)NC(N)=NCCCCCCN=C(N)NC(N)=NCC(CC)CCCC (stereo not drawn)	-11%	u	-14%	-17%	u	0%
30	Cc1cc(C(=O)NCc2ccco2)on1	0%	-6%[11.7 µM]	10%	1%	-2%	1%

no.	PKM2 act	Giardia kill	Rab9 prom act	ELG1 genotoxic	BRCA1 expr up
16	x	12	1%	2%	-12%
17	-10%	13	-1%	-5%	21%
18	7%	11	0%	4%	-16%
19	x	-6	3.5µM*	1.3µM*	u
20	x	-13	-2%	-4%	-29%
21	x	-3	2%	-8%	1%
22	4%	-7	-1%	-2%	0%
23	-4%	4	0%[1.84 µM]	3%	-2%
24	x	18	0%	1%[9.26 µM]	-11%
25	-8%	0	-4%	-2%	-36%
26	-2%	-19	-7%	-13%	-8%
27	-1%	18	0.79µM*	0.58µM*	u
28	0%	13	0%	-28%	-51%
29	x	24	-5%	-50%[inhibitor]	-77%[inhibitor]
30	0%	u	6%	-1%	-1%

# Ordered by SMILES length (lowest first): some entries from above
no.	Compound	NPC1 promoter act	Menin MLL FP TR	FLuc modulator	p53 reactivation	RORg inh	VP16 counter
28	Cc1nnc(N2C(=O)c3cccc4c([N+](=O)[O-])ccc(c34)C2=O)s1	-10%	2%	5%	-20%	4µM*	3.2µM*
16	COc1ccc(NC(=O)CSc2nc(=O)n(CCN3CCOCC3)c3c2CCCC3)c(OC)c1	-3%	x	0%	-9%	x	x
24	Cc1ccc(CNC(=O)CN2C(=O)COc3ccc(S(=O)(=O)N4CCCCC4)cc32)o1	-3%	-14%	0%	-1%	12%	-4%

no.	PKM2 act	Giardia kill	Rab9 prom act	ELG1 genotoxic	BRCA1 expr up
28	0%	13	0%	-28%	-51%
16	x	12	1%	2%	-12%
24	x	18	0%	1%[9.26 µM]	-11%

# Further results:
no.	Compound	NPC1 promoter act	Menin MLL FP TR	FLuc modulator	p53 reactivation	RORg inh	VP16 counter
31	COc1cc2c(cc1OC)-c1cc(Nc3ccc(F)cc3)nc(=O)n1CC2	-1%	-2%	-12%	-2%	12%	-9%
32	O=C(CCN1C(=O)c2cccc([N+](=O)[O-])c2C1=O)Nc1nccs1	-1%	4%	-6%	0%	-18%	-10%
33	CCOc1cc(C=O)cc(Cl)c1OCC(N)=O	1%	15%	-1%	-3%	2%	1%
34	CCOc1ccc(NC(=O)Nc2ccon2)cc1	25%	3%	24µM*	u	4%	4%
35	CCOc1ccc(S(=O)(=O)NC2=NCCCCC2)cc1	-2%	x	1%	0%	x	x
36	CN1CCN(CCCNC(=O)c2cn(C)c3ccc(S(=O)(=O)N(C)C)cc3c2=O)CC1	2%	2%[11.7 µM]	4%	3%	8%	8%

no.	PKM2 act	Giardia kill	Rab9 prom act	ELG1 genotoxic	BRCA1 expr up
31	x	-8	-1%	u	-10%
32	10%	-1	-1%	0%	-7%
33	6%	-13	6%	-2%	24%
34	-12%	-15	u	u	10µM*
35	x	21	-3%	0%	-26%
36	1%	-9	-4%	-1%	-10%
